SR-BI uptake up: activators of SR-BI mediated DiI-HDL uptake, primary screen, ldlA[mSR-BI] CHO cells, DiI fluorescence | 320,000 tested, 0.096% active | AID 504775, 2011 | 3 h; 100 = double the neutral-control signal | activation, % at 12.5 µM;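 active = mean replicate activation of at least 60% and every replicate at or above 60%; inconclusive = mean or all-replicate condition met, but not both; inactive = mean below 60% and not all replicates reaching 60%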;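 note: 0% = median plate neutral-control signal and 100% = twice that signal; values of inactives mirror those of a sister screen read the other way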
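System: CHO ldlA[mSR-BI] cells / Medium: HEPES-buffered (25 mM, pH 7.4) F12 plus 0.5% BSA / Probe or stimulus: labelled HDL, 10 µg/mL / Doses: single compound concentration, delivered by pin transfer / Schedule: 3 h, 37 °C / Measured by: DiI fluorescence, bottom read / Measure: cell-associated DiI fluorescence as measure of HDL uptake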
PvdQ inh: P. aeruginosa PvdQ acylase inhibitors, primary screen, biochemical, fluorescence, plate reader and imaging, single point. PvdQ acylase [Pseudomonas aeruginosa LESB58]. purified PvdQ acylase. inhibition, % at 10 µM. 340,000 tested, 0.063% active. AID 488965, 2010; in the data active = inhibition above about 30%, passing the limit was not always enough; inconclusive = no clear call, values can overlap the other calls;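 note: 0% = vehicle neutral wells and 100% = reference inhibitor wells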
SR-BI DiI inh: inhibitors of SR-BI mediated HDL lipid uptake, primary screen, ldlA[mSR-BI] cells, fluorescence, single point | 320,000 tested, 0.96% active | ldlA[mSR-BI] CHO cells, DiI-HDL uptake fluorescence, 3 h | AID 488896, 2010 | inhibition, % at 12.5 µM;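 active = mean replicate inhibition of at least 70% and a set share of replicates each scoring 70 or more; inconclusive = meets just one of the two criteria; inactive = fails both criteria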;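 note: 0% = median of neutral control wells and 100% = median of positive control wells; values of inactives mirror those of a sister screen read the other way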
PfHsp90 yeast 2: growth inhibition of PfHsp90-expressing yeast, primary screen, antimalarial PfHsp90 inhibitor project, S. cerevisiae, BacTiter-Glo luminescence, single point, set 2; BacTiter-Glo ATP, 48 h; yeast lacking PDR1 and PDR3 efflux regulators; inhibition, % at 9.4 µM; 310,000 tested, 0.32% active; AID 504621, 2011;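 active = every replicate shows inhibition above about 80%, whatever the replicate mean, limit read from the data; inconclusive = mean inhibition reaches the set limit but some replicate falls short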;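 note: 0% = DMSO neutral controls and 100% = 20 µM radicicol positive controls; yeast relying on Plasmodium falciparum Hsp90 in place of its own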
Rtt109 HAT inh: inhibitors of C. albicans Rtt109/Vps75 HAT, primary screen, biochemical, ThioGlo CoA-SH fluorescence, plate reader; Histone acetyltransferase RTT109 (Candida albicans (strain SC5314 / ATCC MYA-2876)), …; purified Rtt109/Vps75, 4 h; inhibition, % at 34.9 µM; 330,000 tested, 0.16% active; AID 540336, 2011;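 active = inhibition of at least 50% in every replicate; inconclusive = best replicate reaches 50% inhibition but some replicates fall short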
NSD2 inh: NSD2 histone methyltransferase inhibitors, primary screen, biochemical, AlphaScreen, single concentration, set 2. inhibition, % at 12.5 µM. NSD2 peptide methylation, 120 min. 310,000 tested, 0.54% active; in the data active = inhibition above about 50%
Target sequence (O96028 whole entry, looked up): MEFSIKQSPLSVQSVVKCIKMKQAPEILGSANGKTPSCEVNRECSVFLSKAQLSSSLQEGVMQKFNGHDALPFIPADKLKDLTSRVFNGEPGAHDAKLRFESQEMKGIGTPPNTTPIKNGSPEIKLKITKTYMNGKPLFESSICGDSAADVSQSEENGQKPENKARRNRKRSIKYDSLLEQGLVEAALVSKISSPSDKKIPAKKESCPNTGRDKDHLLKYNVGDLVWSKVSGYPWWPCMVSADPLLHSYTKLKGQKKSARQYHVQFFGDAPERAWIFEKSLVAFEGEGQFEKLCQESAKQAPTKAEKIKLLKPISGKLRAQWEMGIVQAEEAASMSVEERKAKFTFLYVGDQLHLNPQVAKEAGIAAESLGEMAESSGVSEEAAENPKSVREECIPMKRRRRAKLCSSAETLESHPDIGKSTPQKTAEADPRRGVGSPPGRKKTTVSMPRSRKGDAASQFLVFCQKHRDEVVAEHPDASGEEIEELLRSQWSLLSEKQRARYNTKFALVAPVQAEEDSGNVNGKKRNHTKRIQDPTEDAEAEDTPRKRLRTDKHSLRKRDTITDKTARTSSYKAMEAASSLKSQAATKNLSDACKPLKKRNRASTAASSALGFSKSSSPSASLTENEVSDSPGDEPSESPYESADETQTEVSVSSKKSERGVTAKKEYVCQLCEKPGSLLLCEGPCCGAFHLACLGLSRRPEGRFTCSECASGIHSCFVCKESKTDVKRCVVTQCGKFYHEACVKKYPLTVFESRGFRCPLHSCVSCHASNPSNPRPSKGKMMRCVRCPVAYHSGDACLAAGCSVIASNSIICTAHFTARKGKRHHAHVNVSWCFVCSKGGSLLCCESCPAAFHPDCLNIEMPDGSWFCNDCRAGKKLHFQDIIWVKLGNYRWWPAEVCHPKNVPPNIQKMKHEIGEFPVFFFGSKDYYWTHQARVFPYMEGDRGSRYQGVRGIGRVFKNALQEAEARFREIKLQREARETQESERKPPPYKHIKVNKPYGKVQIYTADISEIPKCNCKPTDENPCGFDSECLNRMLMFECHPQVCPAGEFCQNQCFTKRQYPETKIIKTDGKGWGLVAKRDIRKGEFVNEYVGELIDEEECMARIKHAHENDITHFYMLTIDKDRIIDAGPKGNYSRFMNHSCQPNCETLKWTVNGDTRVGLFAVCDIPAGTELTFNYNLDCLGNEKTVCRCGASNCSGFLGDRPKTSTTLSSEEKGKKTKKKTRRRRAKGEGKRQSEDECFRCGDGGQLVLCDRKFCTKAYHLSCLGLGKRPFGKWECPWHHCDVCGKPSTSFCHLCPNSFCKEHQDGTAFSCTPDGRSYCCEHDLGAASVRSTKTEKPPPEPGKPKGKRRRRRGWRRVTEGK
CAL PDZ FP-1: CAL PDZ peptide-binding inhibitors, primary screen, biochemical, fluorescence polarization, Cer-tagged CAL PDZ, HTS. Golgi-associated PDZ and coiled-coil motif-containing protein (Homo sapiens), Q9HD26. purified CAL PDZ, TMR-peptide fluorescence polarization, 1 h. inhibition, % at 20 µM. 330,000 tested, 0.02% active. AID 504414, 2011;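 active = highest replicate inhibition of at least 40%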;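 note: plate controls were DMSO neutral control wells for no effect and unlabeled competitor peptide control wells for full effect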
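Material – purified CerCALP PDZ construct · Detection – FP readout, S and P plane fluorescence · Measure – percent inhibition from loss of millipolarization · Controls – unlabelled peptide for full inhibition, DMSO wells as neutral · Probe or stimulus – TMR-labelled reporter peptide T*-PRC34 bound in PDZ groove · Times – 1 h at RT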
MITF TRPM1 HTS: activators of MITF-driven TRPM1 promoter reporter, primary screen, cell-based, SK-MEL-5, luciferase, single point | 300,000 tested, 0.75% active | activation, % at 12.5 µM | SK-MEL-5 TRPM1-promoter luciferase, 24 h; % of positive control, neutral wells = 0;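 active = mean activation of at least 80% with every replicate also reaching 80%; inconclusive = mean reaches 80% but some replicate falls short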;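 note: 0% = neutral control wells and 100% = parthenolide positive control wells; values of inactives mirror those of a sister screen read the other way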
CAL PDZ FP-2: untagged CAL PDZ binding inhibitors, primary screen, biochemical, fluorescence polarization, HTS | purified CAL PDZ, TMR-peptide fluorescence polarization, 1 h | inhibition, % at 24.9 µM | 300,000 tested, 0.92% active | AID 602252, 2012;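 active = mean inhibition of at least 30% with at least half of replicates also reaching 30%; inconclusive = no clear call, values can overlap the other calls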;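 note: 0% = DMSO neutral control and 100% = excess unlabeled competitor peptide PRC23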
dFosB activator: activators of delta FosB homodimer, primary screen, biochemical, fluorescence polarization, TAMRA-CDK5 oligo, single point; Protein FosB (Mus musculus), P13346; activation, % at 25 µM; AID 493131, 2011; purified delta FosB; percent of positive-control signal above neutral wells; 340,000 tested, 0.99% active;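 active = mean activation above about 17%, with every replicate also reaching it, limit read from the data, passing the limit was not always enough; inconclusive = only one of the two conditions met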;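 note: fluorescence polarization rise as delta FosB binds a TAMRA Cdk5 AP-1 oligo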
Numbers without * were called inactive; ? = inconclusive; . = not tested or not shown.

smiles	SR-BI uptake up	PvdQ inh	SR-BI DiI inh	PfHsp90 yeast 2	Rtt109 HAT inh	NSD2 inh	CAL PDZ FP-1	MITF TRPM1 HTS	CAL PDZ FP-2	dFosB activator
CCOc1ccccc1-c1cc(-c2ccc(OC)cc2)nc2c1c(=O)n(C)c(=O)n2C	9.5	1.5	-9.5	7.5	19.9	-1.9	-0.9	18.7	-4.8	-5.2
Cc1c(NC2=NC(C)(C)Cc3ccccc32)c(=O)n(-c2ccccc2)n1C	9.8	-11.4	-9.8	-4.8	4.1	-0.5	-0.2	1.6	-2.7	5.8
CN1C(=S)N2CCCN2C1c1ccccc1 (configuration not stated)	26.4	-10.8	-26.4	12.7	-0.1	1.1	1.1	8.1	-5.6	-2.5
N=c1oc2ccccc2cc1C(=O)NC1CCCCCC1	7.9	-4.4	-7.9	19.4	-3.3	-2.3	-2.5	37.4	-3.1	-18.9
C=CCN(c1ccccc1)S(=O)(=O)c1ccc(Cl)c(C(=O)OCC(=O)NCCCN2CCCC2=O)c1	15.7	1.1	-15.7	-13.2	9.4	-0.1	0.0	2.5	-2.9	-8.2
CC(C)(C)c1cccc(Cn2nnc3ccccc32)c1O	16.7	-4.7	-16.7	1.3	-0.8	.	-0.5	-5.3	1.6	1.1
O=C1CC(c2ccccc2)CN1C(=O)c1cncc(Br)c1 (configuration not stated)	3.6	-3.5	-3.6	.	-1.9	-3.8	-0.5	-4.9	-1.4	-8.7
CCOc1ncccc1C(=O)OCC(=O)N1CCN(S(=O)(=O)c2ccc(Cl)cc2)CC1	-16.7	-8.5	16.7	58.4	-0.9	2.9	-0.1	8.3	-2.3	-5.1
COC(=O)c1cc(S(=O)(=O)NCC2CCN(Cc3ccc(Cl)cc3)CC2)c[nH]1	24.8	-0.1	-24.8	-4.7	-1.5	7.4	-1.9	-3.4	-4.7	-0.3
COc1cc(NC(=O)CCCl)cc(-n2cnnn2)c1	-12.7	-8.7	12.7	-15.9	.	0.6	-1.4	9.0	0.6	0.7
COc1cc(Br)cc2cc(C(=O)N3CCCCC3C)c(=O)oc12 (configuration not stated)	-1.6	-2.9	1.6	27.3	-12.2	.	-1.1	-3.4	-7.0	-9.1
O=C(COC(=O)c1cc(-c2cccs2)nn1-c1ccccc1)Nc1cccc([N+](=O)[O-])c1	-18.9	-20.4	18.9	-11.8	-7.8	4.3	-2.4	-1.4	0.3	-4.5
CCOC(=O)c1csc(NC(=O)c2cc(OC)c(OC)c(OC)c2)n1	-77.2	-8.9	77.2*	-20.0	6.8	0.5	-1.4	0.8	-4.3	-20.9
FC(F)(F)c1nnc(-c2ccccc2)nc1N1CCCC1	-0.1	11.2	0.1	-13.6	.	-1.6	-0.4	2.3	-3.4	-7.5
COc1ccc(-c2nnc(SC(C)C(=O)Nc3ccc4c(c3)OCCO4)o2)cc1 (configuration not stated)	-4.1	-1.5	4.1	23.7	-8.5	1.2	-2.5	?	-1.3	-3.1
O=C(Nc1ccccc1)OCN1C(=O)c2ccccc2C1=O	-9.9	9.5	9.9	12.2	5.6	-1.1	-2.0	11.6	-5.2	2.0
Cc1cccc(NC(NC(=O)Cc2ccccc2)C(Cl)(Cl)Cl)c1 (configuration not stated)	-14.4	-17.3	14.4	-23.5	4.1	-3.3	-0.6	3.0	0.4	0.4
COCCCNC(=O)[C@H]1N2C(=O)c3ccccc3C2SC1(C)C (some centres not stated)	2.4	-17.9	-2.4	-37.6	.	-2.3	-1.2	6.1	-2.5	-4.4
Cc1cc(C)n(-c2nc3ccccc3nc2Nc2ccc3c(c2)OCO3)n1	-15.2	-12.0	15.2	-6.0	9.6	.	0.0	10.0	.	3.0
FC(F)(F)c1ccc2c(c1)[nH]c(=S)n2C1CC1	-12.9	-7.7	12.9	.	-4.2	4.2	-2.6	-11.6	-2.9	-4.8
Cc1cc(Cl)ccc1NS(=O)(=O)c1c(C)[nH]c(=O)[nH]c1=O	10.4	-9.2	-10.4	-6.2	1.9	0.6	-0.4	-1.1	-6.7	2.1
OCC1(Cc2ccc(Cl)cc2)CCN(CC2CC=CCC2)CC1 (configuration not stated)	6.4	-8.7	-6.4	-27.9	-0.2	1.2	-0.1	3.7	0.8	-13.6
COc1cc(CCCN[C@H](CN)Cc2ccccc2)cc(OC)c1OC	6.9	14.9	-6.9	9.6	17.5	.	0.8	-3.7	-8.3	2.5
COc1ccc(/C=C(\NC(=O)c2ccc(Cl)cc2)C(=O)NCCCn2ccnc2)cc1OC	.	-10.0	.	10.4	-7.3	2.5	-1.4	3.1	.	-5.9
Cc1ccc(C)c(SCC(=O)Nc2cccc(S(=O)(=O)NC3=NCCCCC3)c2)c1	9.5	20.8	-9.5	3.0	10.1	-0.4	-2.5	-4.5	-3.6	-7.7
O=c1[nH]c(N2CCOCC2)nc2ncn(Cc3ccccc3)c12	-0.8	-1.8	0.8	1.1	-4.0	-0.3	-0.3	.	-4.0	0.9
O=C(CCC(=O)c1cccs1)NNC(=O)c1cc(Cl)ccc1Cl	13.0	-13.1	-13.0	-5.0	0.0	-0.6	-0.5	-8.4	-0.9	1.3
CCN1CCC(N2CCN(c3ccccc3OC)CC2)CC1	15.3	4.4	-15.3	-4.5	5.3	-2.0	-0.7	.	-1.3	0.9
CN1C(=O)CC(N2CCC(C(N)=O)CC2)C1=O (configuration not stated)	23.4	19.2	-23.4	-6.6	10.7	-1.7	0.5	-1.2	5.0	-1.0
CSc1ccccc1NC(=O)c1ccccc1N(Cc1ccccc1)S(C)(=O)=O	-2.8	-5.8	2.8	3.1	-6.2	-1.8	-0.8	-10.7	-3.5	-3.5

Additional compounds follow.
smiles	SR-BI uptake up	PvdQ inh	SR-BI DiI inh	PfHsp90 yeast 2	Rtt109 HAT inh	NSD2 inh	CAL PDZ FP-1	MITF TRPM1 HTS	CAL PDZ FP-2	dFosB activator
CCOc1cc(C(C(=O)NCC2CCCO2)N(C(=O)Cn2nnc3ccccc32)c2ccccc2C(C)=O)ccc1O (configuration not stated)	.	-4.7	.	7.6	-15.0	21.0	-1.9	-3.1	.	-2.9
CN(C)C(=O)CCc1ccc2c3c([nH]c2c1)[C@]1(CCC2CCCC2)[C@@H](C(=O)N2CCOCC2)C[C@H](CC(=O)NCCN2CCOCC2)C(=O)N1CC3	18.6	17.1	-18.6	-12.6	-7.8	.	0.1	-7.5	-5.6	-2.9
COC(=O)c1ccc(COc2ccc(/C=N/N3CCN(C)CC3)cc2)cc1	16.7	-15.8	-16.7	-29.9	2.2	1.6	.	50.3	0.9	7.5
COc1ccc(NC(=O)CNCCC2=CCCCC2)cc1	-6.3	-7.5	6.3	-10.8	5.6	0.0	-0.9	15.3	12.9	-5.6
O=C1CCc2cc(S(=O)(=O)Nc3ccccc3F)cc3c2N1CCC3	21.9	-15.3	-21.9	-7.2	-1.7	-0.3	-1.1	3.6	-0.9	-4.9
Cc1ccc(NC(=S)N(N)CCO)cc1	20.6	-9.0	-20.6	27.0	11.8	-4.5	0.3	6.5	.	-2.8
CCOC(=O)c1ccc(S(=O)(=O)NCCNCc2ccccc2)cc1	23.8	1.3	-23.8	.	2.0	-2.9	1.0	2.3	.	1.4
COc1ccc(CCNC(=O)C2CCC(=O)N(CCc3ccc(OC)cc3)C2)cc1 (configuration not stated)	-1.9	-8.7	1.9	17.2	1.8	-2.2	-3.2	2.9	-1.0	-1.1
COc1ccc(-c2c(C#Cc3ccsc3)c3cc(-c4ccc(CN5CCOCC5)cc4)ccc3n2C)cc1	-0.3	-18.5	0.3	8.4	-2.9	.	0.0	4.6	-3.3	1.4
N=c1sccn1CC(=O)Nc1ccccc1Oc1ccccc1	7.6	-6.6	-7.6	3.3	3.7	-1.4	.	4.7	-0.2	2.0
Cc1ccc(C(=O)NN2C(=O)/C(=C/c3cccn3C)SC2=S)cc1	16.4	12.1	-16.4	2.3	3.9	16.3	-0.4	-2.9	3.9	-3.9
COc1cccc(NS(=O)(=O)c2c(C)cc(C)cc2C)c1	11.0	-7.5	-11.0	26.9	-10.3	1.6	-3.0	-11.5	.	-10.9

3 of the entries above in order of their number in CAL PDZ FP-1, low to high:
SMILES	CAL PDZ FP-1
CCOc1cc(C(C(=O)NCC2CCCO2)N(C(=O)Cn2nnc3ccccc32)c2ccccc2C(C)=O)ccc1O (configuration not stated)	-1.9
O=C1CCc2cc(S(=O)(=O)Nc3ccccc3F)cc3c2N1CCC3	-1.1
CN(C)C(=O)CCc1ccc2c3c([nH]c2c1)[C@]1(CCC2CCCC2)[C@@H](C(=O)N2CCOCC2)C[C@H](CC(=O)NCCN2CCOCC2)C(=O)N1CC3	0.1

From PubChem

Compounds as they come, and some 4.3% of all compounds hit somewhere here.
